esBAF inh: inhibitors of esBAF chromatin remodeling in mouse ES cells; Bmi1-luciferase knock-in reporter, 24 h; 100% = twice the neutral-well signal; reporter increase, % at 12.5 µM; actives 2% (n = 350,000); AID 602393; in the data active = activation above about 40%;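 also: 0% = median of the plate's neutral control wells and 100% = double that signal; a rise in the Bmi1 reporter signal indicates esBAF inhibition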
RAD52 inh: RAD52 (human) annealing inhibition; P43351; recombinant RAD52 DNA annealing, FRET fluorescence; inhibition, % at 18.7 µM; actives 0.46% (n = 360,000);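 active = every replicate showing at least 50% inhibition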
E-selectin induc: induces E-selectin expression in human endothelial cells. activation, % at 7.58 µM. AID 686992. P16581. HUVEC E-selectin immunofluorescence imaging; normalized: neutral wells 0, TNF-alpha wells 100. actives 0.37% (n = 260,000);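 active = mean E-selectin-positive cell signal at least 10% of the positive control, reached in at least 60% of replicates, without over 20% cell loss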;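 also: in these data hits start at about 27%; measured in HUVEC primary endothelial cells; signal is the percent of cells scored E-selectin positive by PE staining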
Target sequence (P16581 whole entry, looked up): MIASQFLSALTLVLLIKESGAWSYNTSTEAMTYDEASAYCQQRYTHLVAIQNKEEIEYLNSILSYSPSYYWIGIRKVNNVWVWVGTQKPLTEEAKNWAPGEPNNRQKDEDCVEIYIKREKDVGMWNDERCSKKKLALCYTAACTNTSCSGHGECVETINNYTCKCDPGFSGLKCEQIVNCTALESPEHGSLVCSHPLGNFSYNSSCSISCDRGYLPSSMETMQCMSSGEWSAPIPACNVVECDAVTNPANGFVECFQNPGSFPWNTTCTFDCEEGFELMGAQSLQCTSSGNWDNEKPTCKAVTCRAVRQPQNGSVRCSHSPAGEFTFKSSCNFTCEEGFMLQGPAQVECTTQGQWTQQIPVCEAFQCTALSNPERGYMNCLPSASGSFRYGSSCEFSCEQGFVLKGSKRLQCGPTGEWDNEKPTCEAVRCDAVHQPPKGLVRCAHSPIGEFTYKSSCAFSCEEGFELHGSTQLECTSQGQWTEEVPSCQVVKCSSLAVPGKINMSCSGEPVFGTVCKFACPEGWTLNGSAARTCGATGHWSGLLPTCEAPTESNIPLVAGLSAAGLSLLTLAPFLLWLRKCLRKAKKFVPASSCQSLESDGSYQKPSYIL
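Test system – human umbilical vein endothelial cells (HUVEC), E-selectin induction · Input – 3,000 HUVEC seeded per well · Buffer or medium – EGM-2, gelatin · Compound dosing – single-point compound dose · Detection – immunofluorescence imaging · Measure – percent E-selectin-positive cells · Controls – TNF-alpha high, DMSO low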
FN deposition inh: fibronectin deposition inhibition | AH1F fibroblasts, Alexa488-fibronectin deposition fluorescence, overnight | inhibition, % at 12.6 µM | actives 0.086% (n = 350,000) | AID 743247;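 active = mean inhibition across replicates of 30% or more, regardless of how many single replicates reach that level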;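 also: positive control wells lacked labelled fibronectin entirely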
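Assay system: AH1F fibroblasts assembling fluorescent fibronectin matrix; Amount: 10000 AH1F cells per well; Buffer or medium: DMEM, 2% serum; Probe or stimulus: Alexa488-fibronectin, 24 nM final in well; Doses: single compound dose, delivered by pin transfer; Incubation: 1 h adhesion, overnight exposure; Measured by: fluorescence 485/525 nm; Read-out: fibronectin deposition inhibition.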
EWS-Fli inh: inhibitors of EWS/Fli oncoprotein transcriptional activity; A673 NR0B1-luciferase reporter, viability-normalised; actives 0.67% (n = 350,000); inhibition, % at 12.6 µM; AID 651661;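 active = mean inhibition of at least 50% after viability correction, with every replicate also passing that limit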;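 also: firefly luciferase signal divided by Alamar Blue viability fluorescence both relative to DMSO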
S100A4 MyoIIA: blocks human S100A4 binding to myosin IIA peptide | P26447 | S100A4/TAMRA-MyoIIA peptide fluorescence polarization | inhibition, % at 10.7 µM | actives 0.14% (n = 360,000);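 active = mean inhibition of at least 70% across replicates, with every replicate also reaching that level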
Target sequence (P26447 whole entry, looked up): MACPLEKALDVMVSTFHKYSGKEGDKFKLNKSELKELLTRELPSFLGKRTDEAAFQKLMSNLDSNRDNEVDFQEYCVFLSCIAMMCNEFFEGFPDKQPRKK
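Material: S100A4 monomer (human). Medium: Calcium-containing HEPES buffer, pH 7.2. Probe or stimulus: labelled myosin peptide probe, 5 nM. Compound dosing: one concentration per compound. Timing: polarization read 5 min after assay mix addition, stable 5–60 min. Benchmarks: DMSO as neutral control, TFP as positive control.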
RAD54 branch: inhibitors of human RAD54 branch migration; actives 0.14% (n = 360,000); RAD54 Holliday junction branch migration, FAM/BHQ fluorescence; inhibition, % at 10.4 µM; AID 602329; Q92698;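 active = mean normalized replicate activity at least 40 and at least half of replicates scoring 40 or more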;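 also: 0% = median of neutral control wells and 100% = median of positive control wells; inhibitors cause a drop in the FAM fluorescence signal; in these data hits start at about 50%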
XiGFP reactiv: reactivates the inactive X chromosome in mouse fibroblasts; XiGFP mouse fibroblasts, % GFP-positive cells imaging, 3 d; cells co-treated with 5-aza-dC sensitizer; scaled so ellipticine positive control = 100%; activation, % at 7.58 µM; actives 0.055% (n = 360,000); AID 743238;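 active = mean normalized replicate activation at least 10% and every replicate at or above 10%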;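 also: 0% = median of on-plate neutral control wells and 100% = ellipticine 6 µM median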
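Material: SV40-immortalized XiGFP fibroblast cells, line 68-5-11 | Buffer or medium: DMEM containing 5-aza-dC | Dosing: One concentration, pinned | Times: 3 d treatment, 15 min room-temperature fixation | Controls: Ellipticine 6 µM positive control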
Numbers without * were called inactive; . = not tested or not shown.

SMILES	esBAF inh	RAD52 inh	E-selectin induc	FN deposition inh	EWS-Fli inh	S100A4 MyoIIA	RAD54 branch	XiGFP reactiv
CCCNC(=O)N1C[C@@H]2[C@H](c3ccccc31)[C@@H](CO)N2C(=O)NCCC	-3	9	-0.1	.	-4	1	-3	-0.1
COCCNC(=O)[C@H]1[C@H](CO)[C@H]2Cn3c(ccc(-c4ccccc4OC)c3=O)[C@H]2N1C(=O)C1CCC1	.	1	-0.1	.	-2	5	.	0.1
Cc1ccc(S(=O)(=O)NCCC(=O)NCC(c2ccc(F)cc2)N2CCOCC2)cc1 (stereo unspecified)	-6	-7	.	-1	1	4	6	0.0
CCCNC(=O)Nc1ccc2c(c1)C(=O)N(C)[C@H]1CC[C@H](CC(=O)NCC3CCCCC3)O[C@@H]1CO2	14	4	0.0	-9	-1	-7	0	0.1
O=C(Cn1nnc(-c2ccc(Cl)cc2)n1)N1CCN(C(=O)c2ccco2)CC1	2	-10	-1.7	0	-1	-23	-7	0.1
O=C(Nc1cccc(Cl)c1)N1C[C@H]2[C@@H](c3ccccc31)[C@@H](CO)N2C(=O)C1CCCC1	3	-11	-0.5	.	-5	.	7	0.2
O=C(NCc1cccc(Cl)c1)c1cc(=O)[nH]c2ccccc12	-8	-1	0.0	3	4	0	4	0.5
CCOC(=O)c1c2ccccc2[n+]([O-])n1[C@@H](C)C(N)=O	3	-8	0.0	-1	-2	2	-8	0.0
O=S(=O)(c1cccc2nsnc12)N1CCCCC1	-2	-6	0.0	1	.	-3	-3	-0.1
COc1ccc(C(=O)NNC(=O)C(NC(=O)c2cc(OC)cc(OC)c2)C(C)C)cc1 (stereo unspecified)	-2	-4	.	6	-9	-4	0	-0.5
COc1ccc(C(C(=O)NCC2CCCO2)N(Cc2cccs2)C(=O)c2snc(C(N)=O)c2N)cc1 (stereo unspecified)	-3	-6	0.1	-1	10	3	5	0.0
COc1cc(OC)cc(-c2c(-c3cccs3)c3cc(-c4cnc(N)nc4)ccc3n2C)c1	-3	-49	0.0	-7	3	-5	-7	0.0

Arranged by the number under RAD52 inh (low to high): four from the list above
SMILES,esBAF inh,RAD52 inh,S100A4 MyoIIA
O=C(Nc1cccc(Cl)c1)N1C[C@H]2[C@@H](c3ccccc31)[C@@H](CO)N2C(=O)C1CCCC1,3,-11,.
O=C(Cn1nnc(-c2ccc(Cl)cc2)n1)N1CCN(C(=O)c2ccco2)CC1,2,-10,-23
CCOC(=O)c1c2ccccc2[n+]([O-])n1[C@@H](C)C(N)=O,3,-8,2
Cc1ccc(S(=O)(=O)NCCC(=O)NCC(c2ccc(F)cc2)N2CCOCC2)cc1 (stereo unspecified),-6,-7,4

The listing picks up, repeating the two entries before the break.
SMILES	esBAF inh	RAD52 inh	E-selectin induc	FN deposition inh	EWS-Fli inh	S100A4 MyoIIA	RAD54 branch	XiGFP reactiv
COc1ccc(C(C(=O)NCC2CCCO2)N(Cc2cccs2)C(=O)c2snc(C(N)=O)c2N)cc1 (stereo unspecified)	-3	-6	0.1	-1	10	3	5	0.0
COc1cc(OC)cc(-c2c(-c3cccs3)c3cc(-c4cnc(N)nc4)ccc3n2C)c1	-3	-49	0.0	-7	3	-5	-7	0.0
CN(Cc1ccc(Cl)cc1Cl)C(=O)CCNC(=O)c1ccco1	-4	7	-0.3	-9	5	2	2	-0.5
CCOc1ccc(N(CC(=O)NC2CCCCC2C)S(=O)(=O)c2c(C)noc2C)cc1 (stereo unspecified)	1	-2	.	2	.	2	-3	0.0
CC1(C)Cc2cccc(OCC(=O)OCC(=O)Nc3cccc(S(N)(=O)=O)c3)c2O1	1	12	-0.6	6	4	1	.	0.0
O=C(NCCCN1CCCC1)[C@H](CSCc1ccccc1)N1Cc2ccccc2C1=O	.	11	2.4	-2	-1	-4	.	0.0
CC(C)CC#Cc1ccc([C@H]2[C@@H](CO)N3C(=O)CN(S(=O)(=O)c4cccc(F)c4)C[C@@H]23)cc1	.	-7	0.0	-2	-4	2	.	0.0
COc1ccc(NC(=O)c2cc([N+](=O)[O-])ccc2O)cc1	.	0	.	.	73*	-2	.	0.0
COc1cc(C=O)ccc1OC(=O)N1CCOCC1	-3	-4	-0.1	1	-17	-3	-21	0.1
O=C(Nc1ccc2ccccc2c1)c1cn(-c2ccccc2)nc1-c1cccs1	12	.	0.2	1	.	.	0	.
COc1ccc(CN(C)C[C@@H]2Oc3c(NS(=O)(=O)c4ccc(F)cc4)cccc3C(=O)N([C@@H](C)CO)C[C@@H]2C)cc1	-7	3	1.5	.	4	1	-9	0.1
Cc1cccc(-n2c(SCC(=O)c3c(N)n(C4CC4)c(=O)[nH]c3=O)nnc2N2CCOCC2)c1	-6	9	.	1	-7	-2	12	0.1
Cc1nn(-c2ccccc2)c(C)c1NC(=O)COc1ccc2ccccc2c1	2	-3	.	.	12	0	3	.
COC(=O)c1ccc(OCC(=O)Nc2ccsc2C(=O)OC)cc1	-8	6	.	9	2	0	2	0.3
COc1cccc(N=C2C(=O)N3CCCc4cccc2c43)c1	.	-8	.	-2	17	-2	.	-0.1
CC(=O)N1[C@H](C(=O)N2CCCCC2)[C@@H](CO)[C@@H]2Cn3c(ccc(C4=CCCC4)c3=O)[C@@H]21	-2	-6	-0.2	.	7	2	3	-0.1
CCOc1ccc(N(CC(=O)NCC2CCCO2)C(=O)CCC(=O)Nc2nccs2)cc1 (stereo unspecified)	-7	-23	.	-5	-2	0	-5	0.0
C[C@@H]1CCCCO[C@@H](CN(C)C(=O)c2ccncc2)[C@@H](C)CN([C@H](C)CO)C(=O)c2cc(NC(=O)CCC(F)(F)F)ccc2O1	-4	.	0.3	-1	-8	.	3	0.1
C=CC(COCc1ccccc1)N(CC(=O)OC)S(=O)(=O)c1cc(Br)ccc1OC (stereo unspecified)	-23	-2	0.0	-20	-8	2	-2	0.0
O=C(Nc1ccc2nn(-c3ccc(F)cc3)nc2c1)c1cccnc1	.	-5	6.0	-15	-71	0	.	0.4
O=C(CCN1C(=O)C2C3CCC(C3)C2C1=O)Nc1ccccc1Cl (stereo unspecified)	.	-4	.	7	8	-1	1	0.1
O=C(Nc1ccccc1F)Nc1ccccc1N1CCCCC1	5	-2	1.1	-4	10	-6	-3	0.0
Cc1cc(C)cc(N(C(=O)c2sc(C)nc2C)C(C(=O)NC(C)(C)C)c2ccncc2)c1 (stereo unspecified)	-1	-5	.	0	-13	-5	2	0.0
Cc1nn(Cc2cccc(C(=O)N3N=C(C(F)F)CC3(O)C(F)F)c2)c(C)c1[N+](=O)[O-] (stereo unspecified)	3	-4	.	.	5	1	-6	.
O=C(C[n+]1cccc2ccccc21)c1ccccc1	2	.	.	0	.	.	-18	-0.1
Cc1cc(C)c(NC(=O)COC(=O)Cc2cccs2)c(C)c1	-4	3	0.0	1	0	1	.	0.0
COc1cccc(S(=O)(=O)N(C)C[C@H]2Oc3cc(C#CCN(C)C)ccc3S(=O)(=O)N([C@H](C)CO)C[C@@H]2C)c1	0	-5	-0.1	.	28	-2	-10	0.0
CCNC(=O)c1cccc(S(=O)(=O)N2CCCCCC2)c1	.	-9	.	.	67*	13	.	0.0
C=CCNC(=S)N/N=C/c1cn(-c2ccccc2)nc1-c1ccc(OC)cc1	.	-12	.	-2	-6	4	.	0.0
O=C(NOCc1ccccc1)c1ccc([N+](=O)[O-])cc1	5	-10	.	-6	-61	-6	-9	0.0
O=C(CN1CCN(c2ccccc2O)CC1)Nc1cccnc1Cl	-2	-14	.	.	-1	3	0	0.0
O=C(Cn1nnc(-c2ccc3c(c2)OCO3)n1)Nc1ccccc1C(=O)O	.	-3	0.0	.	-18	0	-13	0.0
C[C@@H]1CN([C@H](C)CO)C(=O)c2cc(NC(=O)C3CCCCC3)ccc2O[C@@H](C)CCCCO[C@@H]1CN(C)C(=O)C1CCCCC1	-3	-1	0.2	.	3	3	6	-0.3
C=CCc1c(C)nc(-c2ccccc2)nc1N/N=C(\C)c1ccccc1	.	-118	.	3	-62	-2	3	0.0
CCCCNc1ccc2c(c1)OC[C@H](CC(C)C)NS2(=O)=O	.	-3	2.4	5	6	0	.	0.3
Cc1csc(=NC(=O)c2ccccc2)n1Cc1ccco1	-5	-13	.	.	-13	7	-2	.
C[C@@H]1CN([C@@H](C)CO)C(=O)Cc2cc(NS(=O)(=O)c3cccs3)ccc2O[C@H]1CN(C)C(=O)Nc1cccc2ccccc12	5	.	-0.2	.	3	.	-3	0.3
CCOC(=O)N1CCN(c2c(N3CCOCC3)c(=O)c2=O)CC1	-3	0	204*	-2	-2	0	1	0.0
FC(F)(F)c1ccncc1-c1nnc(C2CCCCC2)o1	-7	-6	.	1	-42	10	-1	0.0
Cc1oc(-c2ccc(Cl)cc2)nc1CS(=O)CC(=O)NC1CCCCCC1 (stereo unspecified)	-4	-14	.	-3	.	-6	2	0.0
O=C(c1ccc2c(c1)OCO2)N1CC(=O)N2[C@H](CO)[C@H](c3ccc(C#Cc4ccccc4)cc3)[C@H]2C1	.	-3	0.5	.	-1	-2	.	0.5
O=C(Nc1cccc(F)c1)C1C2C=CC3(CN(CCCN4CCOCC4)C(=O)C13)O2 (stereo unspecified)	0	-10	0.2	-6	-3	1	-5	0.0
CC[C@@]1(C(=O)OC)N[C@H](CN(C)C(=O)COc2ccccc2)[C@@H]2C(=O)N(C)C(=O)[C@@H]21	4	-8	0.2	7	0	2	-1	-0.1
O=C(C[C@H]1CC[C@H]2[C@@H](COC[C@H](O)CN2C(=O)c2cnccn2)O1)NCc1ccccc1	1	1	0.0	-12	-8	-8	-2	0.2
C[C@@H]1CN([C@@H](C)CO)C(=O)Cc2cc(NS(=O)(=O)c3cccs3)ccc2O[C@@H]1CN(C)Cc1ccncc1	-2	.	.	.	-2	.	6	-1.1
C[C@@H]1CCCCO[C@H](CN(C)Cc2ccc(C(=O)O)cc2)[C@@H](C)CN([C@@H](C)CO)C(=O)c2cc(NC(=O)Nc3ccccc3)ccc2O1	-4	11	-0.1	-1	-14	5	4	0.0
COc1ccc(CN(C)C[C@@H]2OCCCC[C@H](C)Oc3ccc(NC(=O)Nc4cccc5ccccc45)cc3C(=O)N([C@@H](C)CO)C[C@@H]2C)cc1	-6	2	-0.1	.	65*	28	-1	0.0
O=C(NC(=S)Nc1ccccc1)C1CCCCC1	41*	-6	0.2	-8	.	2	-1	0.3
COc1ccccc1C(=O)CN1C(=O)NC2(CCCc3ccccc32)C1=O (stereo unspecified)	.	-4	1.2	-2	1	-1	.	0.0
CCOC(=O)C1=C(C)N(CCCCCC(=O)O)C(=O)NC1c1ccccc1OC(=O)c1cccs1 (stereo unspecified)	.	7	-0.1	9	-8	1	.	0.1
O=C1C2CCCN2C(=S)N1c1ccccc1 (stereo unspecified)	4	-12	.	1	-14	-4	-5	0.1
CCCC(=O)Nc1ccc2c(c1)c1ccccc1n2CC	.	-1	1.6	-11	-13	-2	.	4.8
